Screening data as filed in PubChem.
GPR151 activ – activators of human GPR151 | activation, % at 11.2 µM | AID 1508602 | Q8TDV0 | PathHunter beta-arrestin GPR151 cells, luminescence | hit rate 1% among 650,000; in the data active means activation above about 4.9%;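 further: 0% = median of compound wells and 100% = cells with positive control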
Target sequence (Q8TDV0 whole entry, looked up): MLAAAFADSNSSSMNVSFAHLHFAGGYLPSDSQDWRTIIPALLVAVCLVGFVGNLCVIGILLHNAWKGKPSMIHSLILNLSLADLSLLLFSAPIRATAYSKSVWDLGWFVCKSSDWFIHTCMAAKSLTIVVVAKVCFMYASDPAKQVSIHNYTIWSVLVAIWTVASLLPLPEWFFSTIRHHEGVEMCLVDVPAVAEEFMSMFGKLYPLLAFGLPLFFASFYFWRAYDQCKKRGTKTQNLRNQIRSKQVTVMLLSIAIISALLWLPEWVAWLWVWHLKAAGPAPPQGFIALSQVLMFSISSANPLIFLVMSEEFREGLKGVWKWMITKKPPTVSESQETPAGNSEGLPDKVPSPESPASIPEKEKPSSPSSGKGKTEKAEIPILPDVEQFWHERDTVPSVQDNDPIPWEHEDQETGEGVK
TEAD-YAP block – TEAD-YAP interaction inhibition; HEK-TIYL cells, TEAD-Gal4/YAP UAS-luciferase luminescence; inhibition, % at 9.12 µM; AID 1259422; hit rate 1.4% among 640,000; in the data active means inhibition above about 32%;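 further: 0% = median of test compound wells and 100% = reference inhibitor wells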
MITF primary – inhibitors of human MITF | AlphaScreen MITF homodimerization, bead proximity signal | inhibition, % at 2.6 µM | AID 1259374 | hit rate 0.91% among 650,000; in the data active means inhibition above about 50%;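 further: 0% = vehicle wells with protein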
Target sequence (O75030 whole entry, looked up): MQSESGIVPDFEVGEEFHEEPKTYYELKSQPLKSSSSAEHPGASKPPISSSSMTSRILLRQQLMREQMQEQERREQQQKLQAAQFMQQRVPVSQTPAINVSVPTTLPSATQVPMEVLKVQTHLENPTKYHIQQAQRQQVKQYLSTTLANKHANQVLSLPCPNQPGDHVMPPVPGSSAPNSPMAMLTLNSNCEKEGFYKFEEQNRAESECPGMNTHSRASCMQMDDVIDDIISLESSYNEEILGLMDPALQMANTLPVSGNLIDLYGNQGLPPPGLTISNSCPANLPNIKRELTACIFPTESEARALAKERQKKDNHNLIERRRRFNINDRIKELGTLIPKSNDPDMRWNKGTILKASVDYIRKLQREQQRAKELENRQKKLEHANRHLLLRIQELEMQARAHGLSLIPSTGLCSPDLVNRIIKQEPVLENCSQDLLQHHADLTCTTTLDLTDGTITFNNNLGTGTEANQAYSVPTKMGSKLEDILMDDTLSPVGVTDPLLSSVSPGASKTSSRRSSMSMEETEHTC
FBW7 activator – human FBW7 E3 ligase activation, primary screen; Q969H0; AlphaScreen FBW7–phospho-cyclin E peptide binding, activator screen; normalized activity (activation), % at 26.1 µM; hit rate 0.13% among 650,000; in the data active means normalized activity above about 1.9%;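 further: purified mutant Fbw7 with reduced substrate affinity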
An asterisk follows results filed as active.

Value order: GPR151 activ	TEAD-YAP block	MITF primary	FBW7 activator
COc1ccc(OCC(=O)N/N=C/c2cc(=O)[nH]c(=O)[nH]2)c(Br)c1
    0.2	4	8	-0.1
Cc1ccc(NC(=O)C2=CC(c3ccc(C)cc3)=NS(=O)(=O)N2C)cc1
    -2.9	-8	-1	0.1
NNC(=O)c1nc[nH]c1C(=O)Nc1ccccn1
    0.5	2	21	-0.2
O=C(O)CCC(=O)N1CCc2cc(S(=O)(=O)N3CCCC3)ccc21
    1.5	-4	25	0.5
CC(OC(=O)c1cccc(N2C(=O)C3C4C=CC(C5CC45)C3C2=O)c1)C(=O)c1ccccc1 (stereo not drawn)
    0.9	-4	24	0.1
O=S(=O)(c1cccc2ccccc12)N1CCSC1
    -0.8	-8	-1	-0.1
CCOc1ccc(Oc2cc(NC(=O)c3cc(-c4ccc(OC)cc4)nc4ccccc34)cc([N+](=O)[O-])c2)cc1
    0.2	2	0	0.0
Cc1occc1C(=O)N1CCC(C2(C)NC(=O)N(C3Cc4ccccc4C3)C2=O)CC1 (stereo not drawn)
    1.6	9	7	0.2
CSC1=NSC2=NC(=O)/C(=C\c3ccc(OS(C)(=O)=O)cc3)C(=N)N12
    -1.2	-41	13	1.6
Cc1cccc(NCC(=O)Nc2c(C)cccc2C)c1C
    -1.4	-8	-1	0.0
O=C(CN1C(=O)c2ccccc2C1=O)Nc1cccc(C(=O)O)c1
    -0.4	0	11	0.2
CCCCN(C)C(=O)c1nc2ccccn2c1CN(C)Cc1n[nH]c(=O)[nH]1
    -1.7	-2	-2	0.0
COc1ccc(CCNc2nc(Nc3ccccn3)nc3c2ncn3-c2ccccc2)cc1
    0.4	22	18	0.2
CC1=C(C(=O)Nc2ccc(Cl)cc2)C(c2ccco2)C(C#N)=C(SCC(N)=O)N1 (stereo not drawn)
    0.0	-15	-9	-0.2
O=C(/C=C/c1ccc(-c2cccc([N+](=O)[O-])c2)o1)Nc1nccs1
    2.3	-10	17	0.9
Cc1cc(NC(=O)c2ccc(Cl)cc2)ccc1Br
    -0.2	-56	-10	-0.1
COc1ccc(C2(C(N)=O)CCOCC2)cc1OC
    1.2	-4	13	-0.1
CC1(C)CC(=O)C2=C(C1)N(c1ccc(Cl)c(Cl)c1)C(N)=C(C#N)C2c1cccs1 (stereo not drawn)
    -0.4	-16	-5	-0.1
CC(C)c1nnc(NC(=O)C2(c3ccccc3)CCCC2)s1
    1.1	-26	3	-0.1
FC(F)(F)c1cc(-c2ccccc2)nc2nc(N3CCOCC3)sc12
    -1.2	0	14	0.3
CCCC(=O)Nc1ccc(NC(=O)COc2ccc(Br)cc2)cc1
    0.8	0	1	0.0
COc1ccccc1CN(Cc1cc2cc(C)ccc2[nH]c1=O)C(=O)N1CCOCC1
    0.5	-2	20	0.1
COc1ccc([N+](=O)[O-])cc1/C=C1/NC(=O)N(c2ccccc2)C1=O
    0.8	10	5	0.0
COc1cc2c(c(OC)c1OC)c(=O)oc1cc(O)ccc12
    -0.9	4	19	0.0
COc1ccc(C(=O)Nc2cc(C)c(O)c(C)c2)cc1
    0.5	-11	11	0.1
COc1cc(C2C(C(=O)Nc3ccc(Br)cn3)=C(C)NC3=C2C(=O)CC(C)(C)C3)cc(OC)c1OC (stereo not drawn)
    -1.1	4	-7	-0.1
COc1cc(Nc2nc(C)cc(NCCc3ccc(O)cc3)n2)cc(OC)c1OC
    1.2	19	-8	-0.1
COc1cccc(NC(=O)c2ccc(-c3ccccc3[N+](=O)[O-])o2)c1
    -0.2	-17	11	-0.2
Cc1cccc(C(C)(C)C)c1OCCOCCn1ccnc1
    -0.3	1	43	-0.1
COc1ccc(NC(=O)C2CCCN2C(=O)Nc2ccc(F)cc2F)c(OC)c1 (stereo not drawn)
    -0.3	12	6	0.2
O=C1CC(C(=O)O)S/C(=N\NC(=O)c2ccccc2)N1 (stereo not drawn)
    1.1	10	0	-0.3
C=CCn1c(SCc2ccccc2)nc(O)cc1=O
    0.0	-5	0	0.1
O=C(CNC(=S)N(Cc1ccc(F)cc1)C1CCCCC1)NC1CCCC1
    0.3	6	-6	0.0
O=[N+]([O-])c1ccc(C2Nc3c(F)cccc3C3C=CCC32)cc1 (stereo not drawn)
    -1.8	-6	3	-0.1
C#CCOc1ccc(C2C(C#N)=C(N)OC3=C2C(=O)CCC3)cc1OCC (stereo not drawn)
    0.8	-4	-4	0.3
O=C(NCc1cccnc1)c1cccc(Nc2ccc3ncccc3c2)c1
    -1.4	-7	22	0.0
CS(=O)(=O)Nc1cccc(-c2cnc3c(Nc4ccc5[nH]ccc5c4)nccn23)c1
    -1.2	90*	18	0.0
CCN1C=C\C(=C/C=C(/C=C/c2cc[n+](CC)cc2)c2cc[n+](CC)c3ccccc23)c2ccccc21
    -0.5	7	1	-0.2
CCCCN(CCCNC(=O)Cn1nc(-c2ccccc2)ccc1=O)c1ccccc1
    1.3	1	6	0.0
CCCS(=O)(=O)c1c(S(=O)(=O)CCC)c2ccc(C(C)=O)cn2c1C(=O)c1ccccc1
    -1.1	-9	12	0.2
Cc1ccc(-n2c(SCc3cccc(Cl)c3)nc3[nH]ncc3c2=O)cc1
    0.2	2	5	0.2
CCOc1ccc(S(=O)(=O)N2CCN(c3ccc(-c4cccnc4)nn3)CC2)cc1
    0.0	-4	-18	0.1
COc1ccc([N+](=O)[O-])cc1CNCCO
    -2.0	2	-6	-0.1
CC(=O)OCCSC(=C(Cl)Cl)C(=C1SCCS1)[N+](=O)[O-]
    0.9	-11	-1	-0.2
c1ccc(OCCNc2nc(Nc3ccncn3)nc3nc[nH]c23)cc1
    0.4	12	0	33*
COC(=O)c1c(NC(=O)c2cc([N+](=O)[O-])ccc2Cl)sc2c1CCCC2
    -0.3	-5	16	0.1
O=C(CCn1nc(-c2ccc(Cl)cc2)ccc1=O)NCCCN1CCOCC1
    1.1	4	9	0.1
Cc1ccc(-n2c3c(cc(C(=O)N4CCCC4)c2=O)C(=O)CC(C)(C)C3)cc1
    2.4	9	11	0.2
COc1ccc(C)cc1NC(=O)NC(C)c1ccc(OC)c(OC)c1 (stereo not drawn)
    -0.2	-8	16	0.1
O=C(NCCC1=CCCCC1)c1ccc(N2CC3CC(C2)c2cccc(=O)n2C3)c(NC(=O)c2cccs2)c1 (stereo not drawn)
    4.0	-14	-8	0.0
O=C(CSc1nc2c(sc(=S)n2Cc2ccco2)c(=O)n1-c1ccccc1)N1CCCC1
    -1.2	-3	16	0.0
O=C(Cc1ccc(Cl)cc1)N1CCN(c2ccc(-c3cccnc3)nn2)CC1
    -0.1	1	2	-0.1
O=C(/C=C/c1ccco1)NNc1c(F)c(F)cc(F)c1F
    -0.2	-1	14	0.1
CCOC(=O)c1c(/N=c2\oc3ccc(OC)cc3cc2C(=O)Nc2ccccc2OC)sc(C)c1C
    -0.1	16	1	0.1
COC(=O)C1=C(N)Oc2n[nH]c(C)c2C1c1ccc(Br)cc1 (stereo not drawn)
    -0.5	5	-3	-0.3
c1cc(-c2cnc3ccc(NCC4CC4)nn23)cs1
    -1.0	5	-10	0.1
CCOC(=O)c1c(NC(=S)Nc2c(C)n(C)n(-c3ccccc3)c2=O)sc2c1CCCC2
    -0.3	3	-5	-0.1
COc1ccc(OC)c(/C=N/NC(=O)CCC(=O)Nc2cccc(Cl)c2C)c1
    2.9	5	6	0.1
O=C(NCc1ccc(F)cc1)/C(=C/c1ccco1)NC(=O)c1ccccc1
    0.6	-4	-8	-0.1
O=C(Cn1nnc2ccccc21)NNC(=S)Nc1ccccc1
    0.6	8	-22	0.1

Further results:
Value order: GPR151 activ	TEAD-YAP block	MITF primary	FBW7 activator
COc1ccc(OC)c(NC(=O)C2(c3cccs3)CCOCC2)c1
    2.5	0	1	-0.1
CCOC(=O)C1C2C(=O)N(c3ccc(C)cc3)C(=O)C12 (stereo not drawn)
    -0.2	4	4	-0.1
Cc1ccc(OCC(=O)Nc2cccc(O)c2)cc1
    0.8	25	-7	0.0
CCOc1cc(/C=C2/C(=N)N3N=C(CC)SC3=NC2=O)ccc1OCCOc1ccccc1
    0.7	16	-9	0.2
O=C(NC12CC3CC(CC(C3)C1)C2)N1CCC(O)(c2cccc(C(F)(F)F)c2)CC1
    -0.8	7	-1	0.6
Cn1cc(-c2ccccc2NC(=O)Nc2ccc(F)cc2F)cn1
    0.6	-20	-9	-0.2
COc1cc(Nc2cc(N3CCOCC3)c3noc4c3c2C(=O)c2ccccc2-4)cc(OC)c1OC
    -0.5	-24	5	-0.7
CC1CCCCC12NC(=O)N(CC(=O)NC(=O)NCc1ccco1)C2=O (stereo not drawn)
    1.0	6	8	-0.1
COCc1c(OC)ccc2cc(Br)ccc12
    0.4	0	-16	-0.1
Cc1ccc(NC(=O)CN2C(=O)c3ccccc3C2=O)c(Br)c1
    -1.6	6	-2	-0.1
O=C(Cc1ccccc1)NCCCN1CCN(CCCNC(=O)Cc2ccccc2)CC1
    0.4	3	-10	0.0
O=C(O)CC1S/C(=N/N=C/c2ccco2)N(c2ccccc2)C1=O (stereo not drawn)
    0.7	1	-13	0.1
CCCc1cnc2c(c1SCc1cc(OC)cc(OC)c1)c(=O)n(C)c(=O)n2C
    -0.8	1	6	-0.1
CC1CCCC(C)N1CCCNC(=O)C1CCCN(c2nnc(-n3cccc3)s2)C1 (stereo not drawn)
    2.7	-7	3	-0.1
CCc1ccccc1-n1c(SCC(=O)NC)nnc1-c1cccnc1
    7.6*	1	15	0.1
Nc1nonc1-n1nnc(C(=O)O)c1-c1ccc(F)cc1
    1.3	-6	21	0.4
O=C(CN1CCCCC1)Nc1ncc(Cc2ccc(Br)cc2)s1
    -0.8	-5	-7	-0.4
CCOC(=O)C1=C(C)NC2=C(C(=O)c3ccccc32)C1c1cc(Br)ccc1OCC(=O)O (stereo not drawn)
    0.0	2	12	0.0
CCOC(=O)N1CCN(C(=O)Cc2cc(=O)oc3cc(C)ccc23)CC1
    1.6	-14	-11	0.0
COc1ccc(OC)c(NC(=O)c2ccc3c(=O)n(-c4ccc(F)cc4)c(=S)[nH]c3c2)c1
    -0.7	-4	12	0.0

One compound at a time, as listed above. Order of screens: GPR151 activ	TEAD-YAP block	MITF primary	FBW7 activator
Listed for COC(=O)c1c(NC(=O)c2cc([N+](=O)[O-])ccc2Cl)sc2c1CCCC2 : -0.3	-5	16	0.1
Listed for COc1ccc(C2(C(N)=O)CCOCC2)cc1OC : 1.2	-4	13	-0.1
Listed for COc1ccc(C)cc1NC(=O)NC(C)c1ccc(OC)c(OC)c1 (stereo not drawn) : -0.2	-8	16	0.1
Listed for CSC1=NSC2=NC(=O)/C(=C\c3ccc(OS(C)(=O)=O)cc3)C(=N)N12 : -1.2	-41	13	1.6
Listed for COc1cc2c(c(OC)c1OC)c(=O)oc1cc(O)ccc12 : -0.9	4	19	0.0

Next section:
Value order: GPR151 activ	TEAD-YAP block	MITF primary	FBW7 activator
O=C(O)c1cc2n(n1)C(C(F)(F)F)CC(c1ccc(Cl)cc1)N2 (stereo not drawn)
    -1.9	-5	2	0.3
CC(=O)c1c(C)nn(CCC(=O)O)c1C
    0.2	0	15	-0.1
COc1ccc(C(=O)Nc2ccccc2C(=O)OCC(=O)c2ccc([N+](=O)[O-])cc2)cc1OC
    0.4	-7	-4	-0.1
CCOC(=O)C(C)Sc1n[nH]c(=O)[nH]c1=O (stereo not drawn)
    0.6	4	-16	0.1
COCCCNc1cc(-c2cncc(Br)c2)nc(-c2ccccc2)n1
    -1.5	-3	4	0.0
O=C(/C=C/c1ccc(Cl)c(Cl)c1)Nc1nncs1
    -1.0	4	4	-0.3
Cn1c(=O)c2c(nc(Br)n2CC(=O)O)n(C)c1=O
    -0.6	-4	-2	0.0
CN1C(=O)/C(=C/c2ccc(Cl)cc2)NC1=S
    1.4	6	9	-0.1
CCOC(=O)c1c(/N=C/c2nc(-c3ccco3)oc2O)sc2c1CCC2
    0.3	-10	-10	0.9
Cc1ccccc1CSCCC(=O)N1CCc2ccccc21
    0.4	-32	4	0.1
CCOc1cc(/C=C2/C(=O)N(c3ccccc3)N=C2CSc2ccc(Cl)cc2)ccc1O
    -0.9	18	18	0.1
O=C1CN(C(=O)/C=C/c2ccccc2)C(c2ccccc2)c2cc(Br)ccc2N1 (stereo not drawn)
    -0.4	-5	-1	-0.1
O=C(O)Cn1c(=O)oc2cc(S(=O)(=O)N3CCCC3)ccc21
    4.8	-6	13	0.1
CC(C)OC(=O)C1=C(N)Oc2c(oc(CO)cc2=O)C1c1ccccc1Cl (stereo not drawn)
    0.1	19	12	0.1
COc1ccc(CN2CCN(S(=O)(=O)c3ccccc3[N+](=O)[O-])CC2)cc1
    -0.1	4	38	-0.1
CC(C)(C)C(=O)Cn1c(=O)n(CCCS(=O)(=O)C2CCCCC2)c(=O)c2ccccc21
    -0.2	-6	5	0.0
CCCNC(=O)c1sc(N)c(C(=O)OC)c1C
    0.6	-11	-3	-0.1
Cc1c(Cl)cccc1NC(=O)Cc1cccs1
    0.6	-1	-8	0.1
COc1ccc2[nH]c3c(c2c1)CCNC31CCN(CCOc2ccccc2)CC1
    2.8	-25	7	-1.0
Cc1ccccc1NC(=O)/C=C/c1cccs1
    -7.8	-54	-6	0.0
